697 NFkB inh: lowers PMA/ionomycin-induced NF-kB signal in 697 B cells; 697 B-cell NF-kB luciferase reporter, 16 h; hit rate 0.33% among 330,000; inhibition, % at 4 µM; in the data active = inhibition above about 35%
Mdm2-MdmX inh: human Mdm2/MdmX binding inhibition; SaOS-2 split-luciferase Mdm2/MdmX complementation, luminescence; hit rate 3% among 330,000; inhibition, % at 8 µM;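 active = inhibition of at least 50% at 8 µM in the primary screen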
Target sequence (O15151 whole entry, looked up): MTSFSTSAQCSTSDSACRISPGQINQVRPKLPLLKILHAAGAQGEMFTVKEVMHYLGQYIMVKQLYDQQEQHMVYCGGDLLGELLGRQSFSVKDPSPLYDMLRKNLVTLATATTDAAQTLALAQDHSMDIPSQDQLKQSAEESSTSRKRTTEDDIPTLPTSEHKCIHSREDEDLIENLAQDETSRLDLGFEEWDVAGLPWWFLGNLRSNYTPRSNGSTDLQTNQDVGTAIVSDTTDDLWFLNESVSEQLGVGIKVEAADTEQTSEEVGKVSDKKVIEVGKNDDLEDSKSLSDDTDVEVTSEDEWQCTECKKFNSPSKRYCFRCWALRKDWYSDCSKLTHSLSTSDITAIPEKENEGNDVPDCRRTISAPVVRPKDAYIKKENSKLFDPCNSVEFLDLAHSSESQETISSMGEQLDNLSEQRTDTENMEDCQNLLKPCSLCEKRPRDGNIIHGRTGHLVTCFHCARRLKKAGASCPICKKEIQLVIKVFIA
Target sequence (Q00987 whole entry, looked up): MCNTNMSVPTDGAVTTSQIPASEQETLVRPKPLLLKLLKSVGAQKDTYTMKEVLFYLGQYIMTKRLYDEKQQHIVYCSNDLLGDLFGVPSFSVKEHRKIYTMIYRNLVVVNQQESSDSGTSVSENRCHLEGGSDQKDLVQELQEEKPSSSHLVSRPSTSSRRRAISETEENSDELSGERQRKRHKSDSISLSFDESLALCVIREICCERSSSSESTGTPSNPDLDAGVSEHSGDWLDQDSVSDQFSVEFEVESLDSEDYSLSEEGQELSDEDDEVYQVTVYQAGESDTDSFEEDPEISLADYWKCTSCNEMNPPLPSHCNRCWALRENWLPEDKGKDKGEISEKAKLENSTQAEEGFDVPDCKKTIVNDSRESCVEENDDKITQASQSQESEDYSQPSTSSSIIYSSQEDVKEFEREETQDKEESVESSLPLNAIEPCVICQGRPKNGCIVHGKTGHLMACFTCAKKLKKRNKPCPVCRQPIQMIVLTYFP
Jurkat NFkB inh: inhibitors of the PMA/ionomycin-induced NF-kB reporter in Jurkat cells; hit rate 0.53% among 330,000; PMA/ionomycin-induced NF-kB luciferase reporter, luminescence; AID 435003; inhibition, % at 4 µM; in the data active = inhibition above about 50%
CHOP UPR activ: activators of apoptotic arm of unfolded protein response (CHOP). CHO-CHOP luciferase reporter, UPR activation, luminescence; percent of tunicamycin response over DMSO baseline. activation, % at 10 µM. AID 449763. hit rate 0.34% among 330,000;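 active = at 10 µM dose, activation of 40% or more, normalized to positive control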;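 also: 100% = tunicamycin at 10 µg/mL and 0% = DMSO alone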
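Test system: CHO CHOP reporter cells. Input: 500 CHO-CHOP cells per well. Medium: F12 with 10% FBS. Technique: luciferase luminescence. Measure: percent activation relative to tunicamycin control. Dosing: 10 µM compound, 0.5% DMSO. Timing: 16-18 h cell attachment, then 6 h compound exposure, 37 °C.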
TIM10 inh: inhibits growth of TIM10 yeast strain | inhibition, % at 10 µM | hit rate 1.4% among 330,000 | S. cerevisiae TIM10 strain growth, BacTiter-Glo luminescence, 24 h | AID 463195;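 active = inhibition of 40% or more at the single tested concentration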;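 also: wild-type TIM10 isogenic control strain grown at permissive 25 °C; 0% = DMSO yeast wells and 100% = minimal medium wells without yeast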
UPR XBP1 act: activators of adaptive arm of unfolded protein response (XBP1); CHO-XBP1 luciferase reporter, IRE1-XBP1 UPR activation, luminescence; percent of tunicamycin response, DMSO as zero; activation, % at 20 µM; hit rate 0.33% among 330,000;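 active = versus positive control, 20 µM dose yields 30% or more activation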;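 also: 100% = tunicamycin at 10 µg/mL and 0% = DMSO only wells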
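assay system = CHO-XBP1 luciferase reporter cells | amount = 1000 cells/well | buffer or medium = F12 plus 10% FBS | compound dosing = single point, 20 µM final compound, 1% DMSO | incubation = 16-18 h cell attachment at 37 °C, then 6 h compound exposure | detection = Steady-Glo luminescence read | controls = tunicamycin 10 µg/mL and vehicle-only wells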
tim23-1 inh: inhibits growth of tim23-1 mutant yeast | hit rate 1.3% among 330,000 | AID 463212 | S. cerevisiae tim23-1 growth, BacTiter-Glo luminescence, 24 h | inhibition, % at 20 µM;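 active = growth inhibition of the mutant yeast at or above 50%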;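 also: temperature-sensitive mutant grown at 25 °C; plate controls were DMSO-treated mutant yeast for no effect and medium wells lacking yeast for full effect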
tim10-1 inh: inhibits growth of tim10-1 mutant yeast; S. cerevisiae tim10-1 ts strain growth, BacTiter-Glo, 24 h; inhibition, % at 20 µM; hit rate 2.2% among 330,000; AID 463190;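 active = inhibition of at least 40%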;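 also: mutant grown at 25 °C; 0% = DMSO wells with yeast and 100% = wells holding no yeast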
Starred values were filed as active, the others as inactive; . = not tested or not shown.

SMILES	697 NFkB inh	Mdm2-MdmX inh	Jurkat NFkB inh	CHOP UPR activ	TIM10 inh	UPR XBP1 act	tim23-1 inh	tim10-1 inh
CC(C)[C@@H](NC(=O)C1CCN(C(=O)[C@@H]2CCCN2C(=O)OC(C)(C)C)CC1)C(=O)NCc1ccc(F)cc1	-15	-31	-1	-0.6	2	-3	9	4
COc1ccc(Cn2c(=O)c3cccnc3n(Cc3ccc([N+](=O)[O-])cc3)c2=O)cc1	-12	48	-9	-1.4	-17	-1	-16	5
N#Cc1ccc(NC(=O)Nc2ccc(Oc3ccc(NC(=O)Nc4ccc(C#N)cc4)cc3)cc2)cc1	-5	60*	22	0.5	-9	-1	15	16
CCc1nc2ccccc2c(=O)n1NC(=O)c1c(O)c2ccccc2[nH]c1=O	26	4	16	0.5	-25	-1	-3	-20
CCc1ccc(NC(=O)CN2C(=O)COc3ccc(S(=O)(=O)N4CCCC4)cc32)cc1	7	4	8	2.2	-5	-4	12	21
O=C(CN1C(=O)NC2(CCCCC2)C1=O)Nc1ccccc1Cl	10	1	0	-1.4	-3	0	-1	5
CC(C)(Oc1ccc(Cl)cc1)C(=O)OCC(=O)NCCc1ccccc1	12	20	11	3.1	15	0	31	31
CCCc1cc(=O)[nH]c(SCC(=O)NC2CCCc3ccccc32)n1 (stereo unspecified)	19	15	16	-0.1	-12	-3	3	4
Cc1ccccc1NC(=S)N/N=C/c1ccc(O)cc1O	-152	29	-37	2.9	19	5	14	19
COc1ccc(CC(=O)Nc2c3c(nn2C(C)(C)C)CS(=O)(=O)C3)cc1OC	25	-14	5	-0.8	8	-5	1	4
Cc1cc(=O)[nH]c(N2CCCC2)n1	21	26	0	-0.4	-8	-3	-1	5
CCOC(=O)N1CC=C2C(C#N)=C(N)C(C#N)(C#N)[C@H](c3cccs3)C2C1 (stereo partly specified)	8	22	5	0.1	-9	1	5	12
CCOC(=O)Cn1c(=NC(=O)CN2C(=O)CCC2=O)sc2cc(S(N)(=O)=O)ccc21	-15	0	-1	1.3	-4	0	-8	11
COc1ccc(C2=NOC(C)(c3nnc(-c4ccc(Cl)cc4)o3)C2)cc1 (stereo unspecified)	1	-27	3	0.0	-9	6	13	-13
Cc1ccc(CNC(=O)c2cc(S(=O)(=O)N3CCCCC3)ccc2N2CCOCC2)cc1	11	42	1	0.0	-2	-4	14	11
Cc1ccc(C)c(NC(=O)COC(=O)c2c(C)nn(-c3ccccc3)c2C)c1	3	-12	0	-0.1	12	-2	24	28
CCOC(=O)C1CCCN(C(=O)c2ccc3c(c2)N(C)C(=O)/C(=C/c2ccccc2Cl)S3)C1 (stereo unspecified)	-20	34	14	-1.0	2	-5	32	31
Cc1cc(Cl)c2ccc(Cl)cc2n1	7	-21	18	-0.1	9	0	2	9
COC(OC)c1nc(SCC(=O)Nc2cccc(Cl)c2)ncc1C(=O)O	-3	12	4	1.9	18	-2	6	10
Cc1nn(Cc2ccc(Cl)cc2Cl)c(C)c1NC(=O)CCl	34	78*	29	4.4	23	0	14	30
CC(=O)Nc1cc(C(=O)NCc2ccco2)ccc1Sc1ccc(C)cc1	-3	11	3	-1.8	18	0	22	-2
Nc1ccc(-c2ncc(-c3ccccc3)o2)cc1	40*	-16	-124	-6.4	15	-10	51*	25
Cc1cc(C)n2nc(SC(C)C(=O)NCc3ccco3)nc2n1 (stereo unspecified)	-7	5	-9	0.8	-11	-3	13	23
O=C(Nc1c(C(=O)NCc2ccco2)cnn1-c1ccccc1)c1ccc(F)cc1	11	22	5	-0.7	2	-1	7	25
Cc1ccc(NC(=O)NC2CC(=O)N(c3ccc4c(c3)OCCO4)C2)cc1C (stereo unspecified)	5	37	8	0.6	-3	0	-5	-3

Laid out differently: results already given
The line under a structure holds: 697 NFkB inh | Mdm2-MdmX inh | Jurkat NFkB inh | CHOP UPR activ | TIM10 inh | UPR XBP1 act | tim23-1 inh | tim10-1 inh
- Cc1cc(=O)[nH]c(N2CCCC2)n1
→ 21 | 26 | 0 | -0.4 | -8 | -3 | -1 | 5
- CCOC(=O)N1CC=C2C(C#N)=C(N)C(C#N)(C#N)[C@H](c3cccs3)C2C1 (stereo partly specified)
→ 8 | 22 | 5 | 0.1 | -9 | 1 | 5 | 12
- CCOC(=O)Cn1c(=NC(=O)CN2C(=O)CCC2=O)sc2cc(S(N)(=O)=O)ccc21
→ -15 | 0 | -1 | 1.3 | -4 | 0 | -8 | 11
- COc1ccc(C2=NOC(C)(c3nnc(-c4ccc(Cl)cc4)o3)C2)cc1 (stereo unspecified)
→ 1 | -27 | 3 | 0.0 | -9 | 6 | 13 | -13
- Cc1ccc(CNC(=O)c2cc(S(=O)(=O)N3CCCCC3)ccc2N2CCOCC2)cc1
→ 11 | 42 | 1 | 0.0 | -2 | -4 | 14 | 11

The results go on.
SMILES	697 NFkB inh	Mdm2-MdmX inh	Jurkat NFkB inh	CHOP UPR activ	TIM10 inh	UPR XBP1 act	tim23-1 inh	tim10-1 inh
COc1ccc(-n2nc3c(N4CCC(C(=O)NCCc5ccccc5C)CC4)nnc(C)c3c2C)cc1	-14	36	33	0.2	6	50*	3	-5
COc1ccc2c(c1)O/C(=C\c1ccccc1C)C2=O	-22	16	-18	3.8	18	0	12	24
COc1ccc(NC2CCCN(C(=O)c3ccc(CSC)o3)C2)cc1OC (stereo unspecified)	-13	15	-11	-1.1	1	-3	-4	-9
COC(=O)CCN(Cc1cc(OC)ccc1OC)S(=O)(=O)c1ccccc1Br	5	19	.	5.6	13	1	54*	28
COc1ccc(C(=O)Nc2nnc(SCC(=O)NCC3CCCO3)s2)cc1OC (stereo unspecified)	16	13	-4	0.6	6	2	-12	-12
CCOC(=O)c1cc(S(=O)(=O)N(C)Cc2ccccc2)cn1C	4	28	5	-2.6	-10	-5	2	4
COc1ccc(-c2csc3ncnc(Nc4ccc(O)cc4)c23)cc1	-11	10	20	0.6	-20	17	-7	3
Cc1nnc(SCC(=O)NCC2CCCO2)n1Cc1ccccc1 (stereo unspecified)	-2	-2	-3	0.7	-5	2	8	14
Cc1ccc(C(C(=O)Nc2ccc3c(c2)OCO3)N(C)C(=O)Cc2c[nH]c3ccccc23)cc1 (stereo unspecified)	-30	-1	-8	0.1	13	0	22	16
O/N=C(\c1ccccn1)C1CC1c1ccccc1 (stereo unspecified)	1	-3	-15	0.4	-18	0	-13	-25
Cc1nc2cc(NC(=O)c3ccc(Cl)cc3)ccc2n1C	-82	-108	-124	1.5	0	-8	-5	-44
O=C(NC1CCCC1)c1cc(=O)[nH]c2ccccc12	-4	-4	-6	3.4	7	0	-3	-4
N=C1/C(=C\c2coc3ccc(O)cc3c2=O)C(=O)N=C2SC=CN12	4	0	8	-1.6	9	-1	-1	14
O=C(Nc1ccccc1)O/N=C/c1ccccc1Cl	-11	10	-15	3.0	17	7	16	16
COc1ccc(NC(=O)COC(=O)C23CC4CC(CC(NC(C)=O)(C4)C2)C3)cc1S(=O)(=O)N1CCOCC1	8	-4	5	0.3	2	0	8	10
O=[N+]([O-])/C=C/c1cn(Cc2ccc(F)cc2)c2ccccc12	9	22	0	9.3	69*	-3	65*	72*
O=C(Nc1ccc2c(c1)OCO2)c1ccc(S(=O)(=O)NCC2CCCO2)cc1 (stereo unspecified)	0	1	-2	-2.6	-13	-4	-3	-16
O=C(O)c1ccc(-n2c(-c3ccc(Br)cc3)n[nH]c2=S)cc1	1	7	-6	-3.5	-9	-7	0	1
CCOC(=O)C1(CCc2ccccc2)CCN(C(=O)C2=C(C)OCCO2)CC1	-6	-14	-20	3.3	15	0	21	30
O=C(NC(=S)N1CCN(c2ccc([N+](=O)[O-])cc2)CC1)c1ccccc1F	6	9	-8	-2.6	16	2	17	19
CCOC(=O)C1=C(C)Nc2ncnn2C1c1ccccc1F (stereo unspecified)	34	6	-6	-2.1	-13	-2	4	5
CC(C)C[C@H](NC(=O)CCn1nnc2ccccc2c1=O)C(=O)O	17	13	5	-3.1	8	-1	11	-11
Cc1ccc(NC(=O)N2N=C(c3ccc(F)cc3)CC2c2ccc(F)cc2)cc1 (stereo unspecified)	-3	22	-20	1.6	38	1	37	33
COc1ccc(-c2nnc(NC(=O)c3ccc(S(=O)(=O)N4CCCc5ccccc54)cc3)o2)cc1	-58	62*	17	12	17	4	-1	38
CCCc1nnc(SCc2ccc(OCC)cc2)n1N	-5	-5	-4	-0.9	0	-3	-5	3
New compounds follow
SMILES	697 NFkB inh	Mdm2-MdmX inh	Jurkat NFkB inh	CHOP UPR activ	TIM10 inh	UPR XBP1 act	tim23-1 inh	tim10-1 inh
O=S(=O)(N/N=C/c1ccc(Cl)cc1)c1ccc(Cc2ncc(C(F)(F)F)cc2Cl)s1	14	7	11	-0.8	20	1	13	29
COc1ccc(S(=O)(=O)NN(C)C(=O)c2nn(-c3ccccc3)ccc2=O)cc1	19	10	-24	-0.8	-11	-5	8	18
CN=C(c1ccc(C)cc1)n1c(=S)nc(-c2ccc(C)cc2)n(C)c1=S	-30	-3	-28	3.3	-3	-4	-8	1
CC(C)c1cn(C2OC(COC(=O)c3ccccc3)C(OC(=O)c3ccccc3)C2OC(=O)c2ccccc2)c(=O)[nH]c1=O (stereo unspecified)	16	29	13	2.9	9	0	13	11
CCN(CC(=O)NC(C)(C)C)C(=O)c1ccccc1SCC(=O)NC1CCCCCCC1	-5	23	-9	2.2	-2	-5	-13	-10
COc1cc(C)c(C(=O)CSc2nnc(CNC(=O)c3ccco3)n2C)cc1C	-18	-9	-3	-0.2	-4	4	3	7
COc1ccc(-c2cn3cc(Br)cnc3n2)cc1	-24	-62	-47	0.9	-19	1	4	-12
Cn1c(=O)[nH]c(=O)c2c1nc(SCC(O)CCl)n2Cc1ccccc1 (stereo unspecified)	26	32	-3	-1.9	-4	1	4	0
CCOc1ccc(C(=O)NCC(=O)N2CCN(c3ccccc3O)CC2)cc1	5	16	10	-0.1	-23	1	3	1
O=C(Nc1ccc(Cl)cc1Cl)c1n[nH]c(Cn2cncn2)n1	-7	4	-4	3.6	-6	-4	-3	-1
COc1ccc(S(=O)(=O)NCc2ccccc2)cc1	7	10	0	-1.2	14	1	40	28
O=C(CCNc1n[nH]c(=O)[nH]c1=O)N1CCOCC1	24	-6	9	-2.2	8	0	4	10
CC(=O)C1=C(O)C(=O)N(CCC(=O)O)C1c1cccc(F)c1 (stereo unspecified)	-10	2	-6	3.7	-2	0	0	-7
OCC[C@H]1C[C@@H](O)[C@H](O)[C@]2(CCc3ccccc3CO2)O1	16	-2	-4	-2.3	-1	0	-9	-4
Cc1ccc(Oc2nc(C(F)(F)F)nc3ccccc23)cc1	8	6	5	-1.4	6	-2	10	4
O=C(Nc1ccccc1C(=O)NC(Cc1ccc(O)cc1)C(=O)O)c1ccccc1 (stereo unspecified)	8	6	-3	-0.9	11	-3	-9	5
Cc1cc(NC(=O)c2c(Br)cnn2C)no1	4	24	10	1.3	-2	-3	8	6
O=S(=O)(c1ccc(-n2cnnn2)cc1)N(C1CCCCC1)C1CCCCC1	-2	11	0	-1.7	-5	0	13	27
CN(CCC1CCOCC1)C(=O)C1CCC(=O)N(CCc2cccc(F)c2)C1 (stereo unspecified)	-4	1	-7	2.8	-4	-5	-5	0
CC(NC(=O)C(=O)NCCc1c[nH]c2ccccc12)c1ccccc1 (stereo unspecified)	-61	-9	-3	5.6	6	-3	1	-11
CC(C)(C)c1ccc(S(=O)(=O)N2CCC(N3CCCCC3)CC2)cc1	-7	20	23	-0.1	-9	-4	10	-11
CC1(C)Cc2c(sc(NC(=O)C(=O)N3CCOCC3)c2C#N)CO1	-3	18	4	1.5	-6	-2	4	14
COCCn1c(SCC(=O)Nc2ccccc2F)nc2c(c1=O)SCC2	-1	11	12	1.4	4	-3	8	24
Cc1cccc(C)c1NC(=O)COC(=O)c1cccnc1	20	21	-3	-0.6	15	-7	19	2
C/C(=N/NC(=O)Cc1cccn1C)c1ccccc1	-48	-3	-21	1.2	-2	-4	9	12
CCc1ccc(OCC(=O)NC(=S)Nc2ccc(Br)c(C)n2)cc1	-6	2	0	-0.3	-7	1	0	4

No enrichment for hits; any-hit rate near 6.6%.
